Ba/F3 V617F tox: reduce viability of Ba/F3 cells dependent on JAK2V617F; AID 1446; Ba/F3 EpoR-JAK2V617F viability, ATP luminescence; inhibition, % at 5.6 µM; hit rate 1.1% among 220,000;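 active = inhibition above the campaign mean plus 3 SD over all tested compounds, cut at about 24% in these data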;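 also: cytokine-independent growth of Ba/F3 cells driven by EpoR plus mutant JAK2; 0% = DMSO-treated cells and 100% = JAK inhibitor I control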
TRPN1 ag: agonists of zebrafish TRPN1 channel; HEK293 zebrafish TRPN1-YFP, Fluo-8 calcium fluorescence; 100% = response to 87 µM carbachol; activation, % at 3 µM; hit rate 0.18% among 220,000; AID 1424;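 active = activation above its plate's cutoff, the mean activation of test wells on that plate plus 3 SD, cut at about 19% in these data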;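 also: 0% = DMSO alone and 100% = 87 µM carbachol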
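Material: zebrafish TRPN1-YFP in HEK293 cells. Doses: one dose of 3 µM, 0.3% DMSO. Incubation: dye 1 h 37 °C plus 30 min RT. Measured by: intracellular calcium fluorescence with Fluo-8.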
BaF3 tox: reduces parental Ba/F3 cell viability, JAK2V617F counter-screen; AID 1486; inhibition, % at 5.6 µM; hit rate 1.1% among 220,000; CellTiter-Glo ATP luminescence;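 active = inhibition above a per-campaign cutoff, the mean inhibition of all tested compounds plus 3 SD, cut at about 27% in these data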;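 also: 0% = DMSO wells and 100% = JAK Inhibitor I control wells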
TRPML3 agonist: human mucolipin-3 channel agonism; HEK293 TRPML3-YFP, Fluo-8 calcium fluorescence; 100% = the carbachol control signal; Q8TDD5; activation, % at 3 µM; AID 1448; hit rate 0.29% among 220,000;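 active = activation above its plate's cutoff, the mean activation of the plate's test wells plus 3 SD, cut at about 12% in these data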;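 also: 0% = DMSO only wells and 100% = carbachol wells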
Target sequence (Q8TDD5 whole entry, looked up): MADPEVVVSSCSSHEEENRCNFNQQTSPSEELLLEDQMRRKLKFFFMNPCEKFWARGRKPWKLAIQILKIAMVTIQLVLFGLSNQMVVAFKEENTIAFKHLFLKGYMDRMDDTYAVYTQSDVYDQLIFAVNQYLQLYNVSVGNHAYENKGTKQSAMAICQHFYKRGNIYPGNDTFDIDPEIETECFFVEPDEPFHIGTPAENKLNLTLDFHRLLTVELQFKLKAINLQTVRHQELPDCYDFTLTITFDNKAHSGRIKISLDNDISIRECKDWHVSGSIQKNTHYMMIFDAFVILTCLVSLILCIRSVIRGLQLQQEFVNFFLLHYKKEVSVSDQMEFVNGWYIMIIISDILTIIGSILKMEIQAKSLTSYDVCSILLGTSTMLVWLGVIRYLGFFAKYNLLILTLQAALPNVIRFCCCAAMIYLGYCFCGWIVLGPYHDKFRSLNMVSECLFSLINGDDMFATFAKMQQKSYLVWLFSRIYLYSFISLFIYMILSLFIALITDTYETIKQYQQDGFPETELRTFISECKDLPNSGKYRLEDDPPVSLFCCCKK
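system = HEK293 cells stably carrying human TRPML3-YFP | doses = one concentration, 3 µM nominal, 0.3% DMSO | timing = dye loading 1 h 37 °C then 30 min ambient, 125 s read | detection = Fluo-8 calcium dye fluorescence, ex 470-495, em 515-575 nm | benchmarks = high control carbachol 87 µM, low control DMSO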
S1P4 ag: human S1P4 receptor agonism | O95977 | S1P4-expressing cell line, agonist reporter assay | activation, % at 4.98 µM | hit rate 0.35% among 220,000; in the data active = activation above about 11%;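 also: 0% = DMSO vehicle and 100% = reference agonist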
Target sequence (O95977 whole entry, looked up): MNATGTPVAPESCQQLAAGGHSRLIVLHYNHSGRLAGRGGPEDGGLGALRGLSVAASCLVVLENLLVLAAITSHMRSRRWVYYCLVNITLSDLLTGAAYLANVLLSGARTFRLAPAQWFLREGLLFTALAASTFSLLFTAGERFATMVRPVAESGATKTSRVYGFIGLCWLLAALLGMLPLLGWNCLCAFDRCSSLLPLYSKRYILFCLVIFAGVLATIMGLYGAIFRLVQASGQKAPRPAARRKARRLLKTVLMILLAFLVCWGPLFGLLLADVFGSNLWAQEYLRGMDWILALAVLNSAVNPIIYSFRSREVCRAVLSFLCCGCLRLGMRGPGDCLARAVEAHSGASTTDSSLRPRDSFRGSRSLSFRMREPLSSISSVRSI
Calpain2 inh: blocks pig calpain II enzyme activity; purified calpain II, fluorogenic peptide substrate, 30 min; inhibition, % at 16 µM; hit rate 0.37% among 220,000;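 active = inhibition above about 50%, limit read from the data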
S1P4 antagonist: human S1P4 receptor antagonism; S1P4-expressing cells, antagonist mode, reporter read-out; hit rate 0.26% among 220,000; inhibition, % at 4.98 µM; AID 1510; in the data active = inhibition above about 29%;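 also: 0% = wells stimulated with agonist and 100% = vehicle wells without agonist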
PERK inhibitor: inhibitors of human PERK kinase; AID 1416; hit rate 0.17% among 220,000; inhibition, % at 5.6 µM; CHO PERK-DD fusion, SEAP luminescence translation reporter;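 active = inhibition above the mean inhibition of all tested compounds plus 3 SD, set separately per screening campaign, cut at about 2.9% in these data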;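 also: PERK kinase domain activated by AP20187 dimerizer at 100 nM; 0% = DMSO with dimerizer and 100% = rapamycin at 8.4 µM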
EP2 modulator: modulates human prostaglandin E2 receptor EP2 signaling. P43116. EP2-expressing cells, cAMP HTRF FRET, PGE2 co-stimulation. induction, % at 25 µM. hit rate 0.83% among 260,000;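 active = compounds whose cAMP rise, as percent of the full-agonist control response, exceeds 60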;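 also: rat C6 glioma line stably carrying human EP2 under a CMV promoter; the protocol text gives 20 µM as final concentration; 100% = response of wells given 1 µM PGE2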
Active calls of the source: *; . = not tested or not shown; & = joins results of further samples.

no.	Compound	Ba/F3 V617F tox	TRPN1 ag	BaF3 tox	TRPML3 agonist	S1P4 ag	Calpain2 inh	S1P4 antagonist	PERK inhibitor	EP2 modulator
1	CC(C)(C)C(=O)NC(=S)NNC(=O)c1ccc(Cl)cc1Cl	-5	171*	4	103*	4.3	-9	-8	-0.8	-73
2	O=C(COC(=O)c1ccncc1)Nc1cc(Cl)c(Cl)cc1Cl	-4	0.2	2	-0.2	-1.9	-13	-17	0.1	21
3	Cc1cc(C)n(-c2nc(NCC(C)O)c3c4c(sc3n2)COC(C)(C)C4)n1 (stereo not given)	1	0.0	8	-0.7	-0.5	-33	-12	0.3	-14
4	O=C(NC1CC1)C1=C[C@@H](C2CCCCC2)C[C@@H](OCc2ccc(CO)cc2)O1	-1	3.4	-2	-0.1	-0.2	-7	-22	1.2	-1
5	Cc1cccc2cc(CN(CCCN(C)C)C(=S)NCCc3ccccc3)c(=O)[nH]c12	-4	6.1	3	3.5	-1.6	-24	12	-0.1	-100&-46
6	CCN(CC)c1nc2ccccc2[nH]c1=O	-2	0.7	-1	0.2	0.2	-2	1	-0.2	15
7	O=C1CC2CS(=O)(=O)CC2N1C1CCCCC1 (stereo not given)	-6	0.7	0	0.2	-2.2	-7	-21	0.7	16
8	Cc1ccccc1OCC(=O)Nc1cccc2nsnc12	-4	2.8	6	0.8	1.7	-137	4	0.7	13
9	COCCCNC(=O)Cn1c(=O)n(CCCCCC(=O)Nc2ccccc2)c(=O)c2sccc21	1	1.7	9	0.8	2.9	3	-13	0.9	7
10	Cc1c2c(c(C)n1C)C(C(=O)NC1CCCCC1)N(Cc1ccccc1)C2=O (stereo not given)	-4	-0.8	3	-0.3	2.7	10	-3	1.0	-8
11	O=C(c1ccco1)N1CCN(C(=O)c2cc(-c3ccncc3)nc3ccc(Br)cc23)CC1	8	3.0	13	1.5	0.7	.	0	-0.9	.
12	COc1ccc(CN2C(=O)CN(C3CCCCCC3)C(=O)C2c2ccc(OC)c(OC)c2)cc1 (stereo not given)	-3	0.2	2	1.0	-0.7	12	-11	-0.2	-3
13	Cc1ccc(NC(=O)Cn2c(/C=C/c3ccccc3)nc3ccccc32)cc1C	7	-0.6	9	-0.5	-2.1	-347	2	-1.1	-7
14	CCc1cccc(C)c1NC(=O)C(c1ccccc1)N1CCC1=O (stereo not given)	0	-0.7	-4	0.5	-0.1	-9	6	0.9	16
15	COc1ccc(Cl)cc1C(=O)C1CCCN(Cc2cnc(N3CCOCC3)s2)C1 (stereo not given)	-1	5.5	8	1.9	-0.2	-7	-13	0.1	2
16	COc1ccc(C(=O)c2nc3c(n2O)CCCC3)cc1OC	2	0.5	6	0.8	-2.5	24	0	-0.6	1
17	O=C(CCC1CCCN(c2ncccn2)C1)NCc1ccc(F)c(F)c1 (stereo not given)	2	-1.2	2	-0.1	-1.0	13	7	-0.6	-3
18	O=c1c(C=Nc2ccc(Oc3ccccc3)cc2)c[nH]n1-c1cccc(Cl)n1	-5	-0.1	-2	1.2	-5.3	-45	3	0.2	-14
19	CCOc1ccc2[nH]c(=O)c(CN(CC3COCCO3)C(=O)C3CC3)cc2c1 (stereo not given)	-1	0.9	7	1.3	1.4	-50	-2	0.5	1
20	Cc1cc(C)c(C(=O)COC(=O)c2cc([N+](=O)[O-])ccc2NCCO)cc1C	0	0.2	0	0.4	0.9	-12	-21	-0.6	6
21	C=CCOC(=O)C1=C(C)NC(SCC(=O)OCC)=C(C#N)C1c1ccc(C)cc1 (stereo not given)	0	-2.1	1	-1.4	0.1	23	-6	-1.0	35
22	Cc1cc(SCCOc2ccc(Br)cc2)nc(N)n1	-3	0.3	2	0.2	-1.9	12	-13	0.2	0
23	COc1cc(C2CC(=O)N3CN(Cc4ccco4)CSC3=C2C#N)ccc1OCc1ccccc1 (stereo not given)	-4	0.7	4	0.0	1.2	-28	-12	0.8	6
24	O=C(CN1C(=O)c2ccccc2C1=O)Nc1cccc(S(=O)(=O)Nc2ccccc2Cl)c1	-4	-0.9	3	-0.4	-0.4	-9	-15	0.6	-2
25	FC(F)(F)c1ccc(Sc2n[nH]c(C(F)(F)F)n2)nc1	6	0.4	-1	1.0	1.0	19	-2	1.1	1
26	O=C(O)CCCn1c(=O)[nH]c2ccccc2c1=O	1	0.3	2	0.7	-0.1	-26	12	1.7	20
27	COC(=O)COc1cccc(NC(=O)COc2ccccc2)c1	-2	0.2	0	-0.1	-2.6	-21	6	1.6	-6
28	Cc1cc(C(=O)COC(=O)c2ccccc2O)c(C)n1Cc1cccs1	-3	1.1	2	1.2	-2.4	22	0	-0.1	14
29	COc1ccc(C2CC(c3ccc(F)cc3)Nc3nc(N)nn32)cc1OC (stereo not given)	-1	-1.0	7	0.1	-0.2	-8	-15	1.0	-9&1
30	O=C(CN1C(=O)/C(=C2\SC(=S)N(C3CCS(=O)(=O)C3)C2=O)c2ccccc21)Nc1ccccc1 (stereo not given)	-2	0.1	5	0.3	2.0	48	3	0.8	12

Additional compounds follow.
no.	Compound	Ba/F3 V617F tox	TRPN1 ag	BaF3 tox	TRPML3 agonist	S1P4 ag	Calpain2 inh	S1P4 antagonist	PERK inhibitor	EP2 modulator
31	O=C1CC(=C(c2ccccc2)c2ccccc2)C(=O)N1CCN1CCN(c2cccc(Cl)c2)CC1	0	-0.2	1	0.7	0.0	-11	-33	-0.3	50
32	CSc1ccccc1NC(=O)Cn1nc([N+](=O)[O-])c(Cl)c1C	-3	1.6	5	0.1	1.9	-21	-8	0.9	26
33	Cc1ccc(C(=O)NCc2ccc(N3CCN(C(=O)OC(C)(C)C)CC3)cc2)cc1	2	3.0	7	0.4	1.5	3	-10	0.2	26
34	CN(c1ccc([N+](=O)[O-])cc1C(=O)Nc1ccccc1)C1CCCCC1	-1	-3.6	6	-1.0	1.7	-19	0	-1.1	12
35	O=C(c1ccco1)N1CCN(c2nnc(-c3ccccc3)c3ccccc23)CC1	0	-1.0	6	-0.4	-0.7	-21	-2	-0.9	26
36	O=C(CSc1ncccn1)Nc1ncc(C(F)(F)F)cc1Cl	0	0.8	2	-0.1	-2.3	15	-3	-0.6	5
37	COc1cccc(C(C(=O)NC2CCCC2)N(C(=O)c2ccco2)C2CC2)c1OC (stereo not given)	-1	-0.5	6	0.2	0.5	10	1	-1.1	5
38	Cc1nc(CCNS(=O)(=O)c2cccnc2)cs1	3	2.1	-1	0.6	0.5	1	1	0.8	13
39	COc1ccccc1Nc1ccc(C(=O)NCc2cccs2)cn1	-3	-2.0	7	-0.8	1.1	-11	-1	0.1	-73
40	CCc1ccc(C(C(=O)NC(C)(C)CC)N(Cc2ccco2)C(=O)Cn2nnc3ccccc32)cc1 (stereo not given)	-2	-2.2	3	-0.8	-0.5	-6	-14	1.0	36
41	COCc1ccc(CN2CCC(CO)(CC3CCCCO3)CC2)o1 (stereo not given)	4	1.1	12	0.9	0.4	28	-4	0.2	-30
42	CCOc1ccc(OCC)c(-c2c(=O)n(OCc3ccc(Cl)cc3)c3ccccc3[n+]2[O-])c1	-4	-0.8	3	-0.3	0.3	-5	-13	-0.2	40
43	CCOC(=O)C(C)Sc1nc2c(cnn2-c2ccc(C)cc2)c(=O)[nH]1 (stereo not given)	-4	-1.3	1	0.1	0.0	1	-15	-0.2	30
44	CCn1cc(C(=O)O)c(=O)c2cc3c(cc21)OCO3	2	-0.5	2	0.6	0.3	20	4	0.3	22&3&3
45	CCc1nc(CNC(=O)c2cc(OC)c(OC)c(OC)c2)no1	-1	0.7	1	0.8	1.6	-36	-2	1.2	14
46	O=C(Nc1ccc(S(=O)(=O)NCC2CCCO2)cc1)c1cnccn1 (stereo not given)	-3	1.9	5	1.5	2.3	-12	7	0.3	-1&-8
47	O=C(CN1CCN(Cc2ccccc2Cl)CC1)N/N=C/c1ccccn1	1	0.6	-4	-0.3	-0.6	9	-10	-1.9	25
48	CC(=O)Nc1ccc(NC(=O)/C=C/c2ccc3c(c2)OCO3)cc1	-2	0.3	2	0.6	1.2	-133	-2	-0.1	-14
49	COc1ccc(OC)c(C2C(C(=O)Nc3cccnc3)=C(C)NC3=C2C(=O)CCC3)c1 (stereo not given)	0	1.4	5	0.7	1.1	-32	-25	0.6	33
50	CCN1CCN(C(=O)CN(CC)S(=O)(=O)c2ccc(Cl)cc2)CC1	2	-0.5	10	1.0	-0.2	17	4	-1.0	4
51	O=C(CCCSc1nc2ccccc2[nH]1)NCc1ccccc1Cl	0	-1.7	6	-1.2	-0.2	-4	-17	0.2	-1
52	CC12CC3CC(C)(C1)CC(C(=O)NC(=S)N1CCCCC1)(C3)C2	6	-2.1	3	-1.4	0.6	25	16	-0.4	12
53	CCCCC(SCC(=O)Nc1ccccc1)C(=O)O (stereo not given)	1	0.8	5	0.0	1.0	9	2	1.6	-5
54	COC(=O)/C=C1\SC(=Nc2ccc(OC)cc2)NC1=O	0	1.2	1	1.1	0.0	-2	1	0.3	-13
55	Cc1nn(C)c(Cl)c1CN1CCN(CC(C)C)C(CCO)C1 (stereo not given)	-3	1.0	-1	1.2	0.3	39	0	0.1	-15
56	CCCCn1c(O)c(N=NC(=O)c2ccncc2)c2cc(Br)ccc21	2	1.6	6	1.3	0.0	-78	4	0.1	-7
57	O=C(CCN1CCCC1)Nc1ccccc1	-3	1.0	2	0.8	-2.0	-10	3	0.2	29
58	COc1ccc(-c2cn[nH]c2C)cc1OC	0	1.0	-1	0.3	0.2	-22	2	0.9	6
59	O=C(Nc1cc(Cl)ccc1Cl)c1ccc(-c2ccccc2)cc1	-2	-1.5	2	-0.7	-0.5	35	2	0.7	10
60	C/C(CCC(=O)O)=N/Nc1ccc([N+](=O)[O-])cc1[N+](=O)[O-]	-2	1.5	-1	1.1	-0.9	16	-9	-0.8	-14

Profiles, quoted from the list. Values in the order: Ba/F3 V617F tox, TRPN1 ag, BaF3 tox, TRPML3 agonist, S1P4 ag, Calpain2 inh, S1P4 antagonist, PERK inhibitor, EP2 modulator
O=C(CN1CCN(Cc2ccccc2Cl)CC1)N/N=C/c1ccccn1 is entered as 1, 0.6, -4, -0.3, -0.6, 9, -10, -1.9, 25
O=C(Nc1cc(Cl)ccc1Cl)c1ccc(-c2ccccc2)cc1 is entered as -2, -1.5, 2, -0.7, -0.5, 35, 2, 0.7, 10

(list continues)
no.	Compound	Ba/F3 V617F tox	TRPN1 ag	BaF3 tox	TRPML3 agonist	S1P4 ag	Calpain2 inh	S1P4 antagonist	PERK inhibitor	EP2 modulator
61	Cc1ccc(S(=O)(=O)N2CCN(c3ccc([N+](=O)[O-])c4cccnc34)CC2)cc1	2	-0.3	-1	0.0	-1.1	-24	0	0.2	-2
62	CC1=Nc2ccc(C)cc2/C1=C/c1c(N)n2c(S(=O)(=O)C(C)C)nsc2nc1=O	2	0.9	2	0.2	3.3	-26	-15	0.2	-28
63	COc1cc(C2C(C(C)=O)=C(O)C(=O)N2c2ccc(Br)cn2)ccc1O (stereo not given)	4	0.1	6	0.8	8.5	-28	5	1.0	8
64	CC(=O)Nc1n[nH]c(-c2ccc(C)cc2)c1C	-3	0.2	1	0.1	-1.4	12	-1	2.1	-14
65	COC(=O)CCSc1cc(NCCOC(C)=O)c([N+](=O)[O-])c2nonc12	1	0.3	4	0.0	-0.2	27	-14	0.0	-50
66	C/C(CC(=O)Nc1ccc(Cl)cc1C(F)(F)F)=N\NC(N)=S	3	0.8	1	0.2	2.0	3	0	-0.1	-8
67	O=C(CCc1nc2ccccc2[nH]1)Nc1ccc2c(c1)OCCO2	-4	0.1	3	0.1	-0.1	6	-2	0.1	-10

Source: PubChem BioAssay (several laboratories)
